H9c2 TAG inh = reduces triacylglycerol accumulation in H9c2 cells | Nile Red lipid (TAG) fluorescence; cells loaded with 200 µM oleic acid | inhibition, % at 12.5 µM | 230,000 compounds, 0.66% hits | AID 651582;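 active means pattern-corrected inhibition of lipid staining of at least 50% with the nuclear-stain viability signal not falling by more than 50%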;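 further: 0% = DMSO wells and 100% = triacsin C control wells; some results filed as inactive read as strong as hits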
H9c2 TAG inh DAPI viability = second read-out of H9c2 TAG inh, no call of its own (marks repeat the call); DAPI nuclei signal change (viability), lower = more cytotoxic, %;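 whole-well DAPI fluorescence read on a plate reader as a viability signal; minus 50 percent equals half of cells still viable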
* marks the source's active call; other numbers are inactive results. Some of the compounds tested, so the mix of outcomes need not match the whole.

SMILES	H9c2 TAG inh	H9c2 TAG inh DAPI viability
O=C(NCCc1ccc(Cl)cc1)c1cc(-c2ccncc2)nc2ccccc12	13	-7
COc1cccc(CNC(=O)CCC2CCCN(C(=O)c3ccc(OC)c(F)c3)C2)c1 (centres undefined)	2	-1
Cc1nc(S(=O)(=O)NC2CCCCC2)c(C#N)c(C)c1Cl	-27	-9
CN(Cc1cccnc1)Cc1c(C(=O)N2CCc3ccccc3C2)nc2ccc(Cl)cn12	7	5
CCOC(=O)c1csc(NC(=O)c2cc3ccccc3o2)n1	-4	-2
CC(C)C(=O)N1CCCC1(C)C(=O)Nc1ccc(-n2cncn2)cc1 (centres undefined)	10	9
Cc1nnc(SCC2=C(C(=O)O)N3C(=O)C(NC(=O)c4cc(F)c(F)cc4Cl)C3SC2)s1 (centres undefined)	-1	12
COc1ccc(CNc2nc(NCc3ccc(OC)cc3)n(C(=O)c3ccncc3)n2)cc1	-3	5
CC(C)CCC1(CCNC(C)c2cccs2)CCOC(C)(C)C1 (centres undefined)	-1	4
COc1cc(CNC(C)(C)CO)ccc1OCC(=O)Nc1ccc(Br)cc1	21	6
Cc1ccc(C(=O)Nc2ccc(S(=O)(=O)N3CCOCC3)cc2)cc1Br	5	9
CN(C)c1ccc(/C=C2\SC(N3CCCCC3)=NC2=O)cc1	-5	7
CCN(CC(=O)NCc1ccc(Cl)cc1)C(=O)c1cc(S(=O)(=O)N2CCOCC2)ccc1C	16	-5
COc1ccc(C2c3c(noc3C)CC(C)(O)C2C(C)=O)cc1 (centres undefined)	13	-5
O=C(NCCc1ccc(Cl)cc1)c1ccc2nccnc2c1	3	-3
Cc1ccc(OCCC(=O)OCC(=O)NC(=O)NC2CCCC2)cc1	5	-3
COc1ccccc1CNC(=O)c1cc(-c2cccnc2)nc2ccccc12	-1	5
CCCOC(=O)c1ccc(NC(=O)COC(=O)C2CCN(c3ccc(C(F)(F)F)cn3)CC2)cc1	0	-9
OCC1(Cc2ccccc2)CCCN(Cc2ccn[nH]2)C1 (centres undefined)	-4	4
CNC(=O)COC(=O)c1cc2c(s1)CCCC2	0	5
CCOc1ccc(NC(=O)CN(C)C(=O)c2ccc(-c3ccc(C(C)=O)cc3)o2)cc1OCC	11	8
COc1ccc(NC(=O)C2CCCN2S(=O)(=O)c2cccc3cccnc23)c(OC)c1 (centres undefined)	-8	0
Cn1c(CC(=O)NNC(=O)c2ccc(F)cc2Cl)nc2ccccc21	2	-3
CN(C)CCN(Cc1ccco1)c1ccccn1	-7	21
CCN1C(=O)[C@H]2[C@@H](c3ccc(C(F)(F)F)cc3)N[C@]3(CCCN(Cc4ccc(C(F)(F)F)cc4)C3=O)[C@H]2C1=O	20	-8
CCOC(=O)N1CCN(C(=O)c2ccc(OC(C)=O)cc2)CC1	9	-8
COc1ccc(C(=O)CC(CC(=O)c2ccc(OC)cc2)C(=O)O)cc1	-12	3
C[C@]12c3[nH]c4ccccc4c3CCN1C(=O)C(CC(=O)NCCC1=CCCCC1)C[C@@H]2C(=O)N1CCCCC1 (some centres undefined)	4	-1
CCCn1c(SCC(=O)N2c3ccccc3Sc3ccccc32)nc2c1c(=O)n(C)c(=O)n2C	-4	15
Cc1cccc(NC(=O)Nc2nnc([C@@H]3C[C@H](O)[C@@H](CO)O3)s2)c1	4	-4
Cc1ccc(OCCC(=O)Nc2ccc3c(c2)OCO3)cc1	14	3
COc1ccc(NS(=O)(=O)c2cccc(C(=O)N/N=C/c3ccc(O)cc3)c2)cc1	-16	-6
O=C(NCCn1cc(SCc2ccccc2F)c2ccccc21)c1c(F)cccc1F	-13	-7
COc1ccc(OC)c(C(c2nnnn2C2CCCC2)N2CCc3ccccc3C2)c1 (centres undefined)	36	2
COc1ccc(-c2nnc(SCC(=O)N3c4ccccc4Sc4ccccc43)o2)cc1	6	-10
CC(=O)Nc1cccc(NC(=O)C(=O)NCC(c2ccco2)N2CCc3ccccc3C2)c1 (centres undefined)	-6	8
CN1OC[C@@H]2CN[C@H](c3ccc(-c4cc5ccccc5o4)cc3)C[C@@H]21	33	-6
Cc1ncc(CN2CCN(Cc3ccccc3)C(CCO)C2)s1 (centres undefined)	-16	-3
CC(Nc1nc(N2CCNCC2)nc2ccccc12)c1ccccc1 (centres undefined)	34	33
Nc1cc(N)nc(SCc2cc(=O)oc3cc4c(cc23)CCC4)n1	6	-2
Cc1cc2nnc(SCC(=O)N3CCN(c4ccccc4)CC3)n2c(N)n1	13	-7
CCCN(Cc1ccccc1)C(=S)Nc1ccc(SC(F)F)cc1	-8	73
COc1ccc(S(=O)(=O)N(C)C2(C)CCS(=O)(=O)C2)cc1OC (centres undefined)	-3	-4
C=CCC(=O)NC(C)c1cnn(-c2ccccc2C)c1C (centres undefined)	-3	7
COc1ccc(CN(C)CC(=O)Nc2cccc(S(=O)(=O)N3CCCC3)c2)cc1F	-91	9
CCCCN1C[C@H](c2ccc(OC)cc2)[C@@H](CC(=O)Nc2ccc(OC)cc2)C1=O	-16	-11
CC(C)CC(=O)Nc1ccccc1-c1nnn(CC(=O)N2CCc3ccccc3C2)n1	-10	-2
Cc1ccc(C)c(NC(=O)C(OC(=O)c2ccc(CO)cc2)c2ccccc2)c1 (centres undefined)	-28	-2
O=C(NCCCn1ccnc1)c1cc2c(s1)CCCC2	5	-9
O=C(CN1CCN(c2ccccn2)CC1)Nc1ccc(Cl)c(C(F)(F)F)c1	-5	-3
CN(C)c1cccc(C(=O)N(C)C2CCCN(Cc3ccccc3F)C2)c1 (centres undefined)	4	-13
N#CN(Cc1ccccc1)Cc1ccccc1	-5	-2
CC(C)CNC(=O)C1(C)CCCN1Cc1ccc(OC(F)(F)F)cc1 (centres undefined)	0	5
Cn1ncc2cc(NC(N)=S)ccc21	1	-2
O=c1[nH]c2ccccc2n1Cc1ccc(F)cc1	-8	-4
CCN(CC)S(=O)(=O)c1ccc(C)c(NC(=O)COC(=O)CCC(=O)c2cccs2)c1	-32	3
COc1ccc(-c2nnc(SCC(=O)Nc3c(Cl)cc(Cl)cc3C(=O)O)o2)cc1	6	-5
CCOc1ncccc1C(=O)OCC(=O)N1c2ccccc2CC1C (centres undefined)	5	-6
CC(C)CC1NC(=O)N(CCCCN2C(=O)c3ccccc3C2=O)C1=O (centres undefined)	-9	2
O=C(CN1CCC(O)(c2cccc(F)c2)CC1)NCCc1c[nH]c2ccccc12	-16	15

(cont.)
SMILES	H9c2 TAG inh	H9c2 TAG inh DAPI viability
CS(=O)(=O)N(Cc1ccccc1)c1ccc(C(=O)NCC2CCCO2)cc1 (centres undefined)	-6	23
CCCC1(C(=O)OCC)NC(c2ccc(N(C)C)cc2)C2C(=O)N(c3ccc(OCC)cc3)C(=O)C21 (centres undefined)	26	4
O=c1cccc(-c2ccccc2)[nH]1	-1	6
Cc1ccc2c(c1)N(CC(=O)N(Cc1ccccn1)Cc1ccco1)C(=O)C(C(C)C)O2 (centres undefined)	-23	10
CCc1ccccc1N(C(C)=O)c1nc(CN=C=S)cs1	3	4
O=C1CCCN1CCCNC(=S)Nc1ccc(Cl)cc1Cl	-13	13
O=P(CCO)(c1ccccc1)c1ccccc1	-7	4
CC(C)(Cc1cc(CC(C)(C)C(=O)O)cc(C(C)(C)C)c1)C(=O)O	-14	-16
COc1ccc(COC(=O)c2n[nH]c3ccccc23)cc1F	-3	5
CCCNC(=O)C(=O)NCc1ccccn1	5	-2
COc1ccc(C(CC(=O)N2CCN(c3ccccc3)CC2)c2c(O)cc(OC)cc2OC)cc1 (centres undefined)	-8	-10
COc1ccc(/C=N/Nc2nnc(Cc3ccccc3)c(=O)[nH]2)cc1OC	2	6
CCCC(C(=O)NNC(=O)c1cc(C)oc1C)c1ccccc1 (centres undefined)	-6	2
CC1(C)CC(=O)c2cc(C(=O)NCc3ccco3)c(=O)n(-c3ccc(Cl)cc3)c2C1	-8	10
O=C(NC1CC1)C1=C[C@@H](C2CCCCC2)C[C@@H](OCCCCO)O1	10	-6
Cc1nc2ccccc2c(=O)n1CCCn1ccnc1	8	-3
COc1ccccc1-n1c(SCC(=O)NC2CCCC2)nc2cccnc21	8	-8
Cc1nn(CC(=O)OCC(=O)c2ccc(OC(F)F)cc2)c(C)c1[N+](=O)[O-]	1	-6
O=C(/C=C/c1ccccc1O)c1ccc(Cl)cc1	-46	-9
COc1ccc(C2=NN(C(=O)c3cccs3)C(c3ccccc3OC)C2)cc1OC (centres undefined)	-2	-1
Cc1ccc(C(=O)NCCN2C3=NC[C@@H](Cc4ccccc4)N3C[C@H]2Cc2ccc(O)cc2)cc1Br	19	13
CN(CCO)CC(O)Cn1cnc2c1c(=O)n(C)c(=O)n2C (centres undefined) (tested in a mixture with another compound)	-17	-1
O=[N+]([O-])c1ccc(N2CCN(Cc3ccc(Br)o3)CC2)cc1	-15	-4
O=c1c(Oc2ccccc2F)coc2cc(OCc3cnn(-c4ccccc4)c3)ccc12	4	-23
Clc1ccc(COn2nnc3ccccc32)c(Cl)c1	-22	11
C[C@H]1COC(=O)[C@@H](Cc2ccc(F)cc2)CC/C=C\C[C@H](CC(=O)NCCO)C(=O)N1	0	1
CC(C)(O)CNC(=O)Nc1ccc(Cl)c(Cl)c1	-1	-1
N#Cc1ccc(CSc2nnc(-c3ccccn3)n2-c2ccccc2)cc1	6	3
Cn1c(SCc2c(F)cccc2Cl)nc2c(c1=O)SCC2	-3	-9
CCn1c(=O)cc(OCC(=O)N2CCCC2)c2ccccc21	16	-10
CCc1cccc(CC)c1NC(=S)Nc1ccc2cn[nH]c2c1	-13	6
CC(NC(=O)COC(=O)c1ccc2c(c1)OCCO2)c1ccccc1 (centres undefined)	-7	-5
CCC1CCCCN1C(=O)CSc1nnc(CNC(=O)c2ccco2)o1 (centres undefined)	5	-2
COc1cc(NC(=O)c2cccc3c(-c4cnn(C)c4)coc23)cc(OC)c1OC	-9	-2
O=c1c2ccccc2nc(SCCN2CCCCC2)n1CCc1ccccc1	0	20
O=C(OC1CCCCC1=O)c1ccc(S(=O)(=O)Nc2ccccc2)cc1 (centres undefined)	-15	4
Cn1c(=O)n(C)c2cc(NC(=O)CCl)ccc21	31	0
Cc1cc(C(=O)Nc2ccc(F)cc2)c2ccccc2n1	1	3
CN(C(=O)COC(=O)CNC(=O)c1ccc(Cl)cc1Cl)c1ccccc1	2	0
CCn1c(SCC(=O)NCc2ccco2)nnc1C1CCCC1	7	1
N/C(=N\O)c1ccncc1	-1	-1
CCC(=O)OC1(C)C(=O)C=C2C=C(c3ccsc3)OC=C2C1=O (centres undefined)	-9	3
CC1(C(=O)Nc2cccc3ccccc23)CCN1C(=O)Cc1ccccc1Cl (centres undefined)	6	-4
COc1cccc(C(c2nnnn2Cc2ccccc2)N2CCN(C3CCCC3)CC2)c1OC (centres undefined)	11	-11
CC(=O)N1c2ccccc2NC2=C(C(=O)CCC2)C1c1ccco1 (centres undefined)	7	-5
CCc1cc2cc(C)ccc2nc1SCC(=O)Nc1cc(C)on1	11	8
N#CC(CCc1ccc([N+](=O)[O-])cc1)(CCc1ccc([N+](=O)[O-])cc1)C(N)=O	-14	-5
Cc1cccc(-c2sc(Nc3ccccc3)n[n+]2-c2ccc(F)cc2)c1	-1	3

10 compounds already listed, sorted by number of heavy atoms, largest number first.
SMILES	H9c2 TAG inh	H9c2 TAG inh DAPI viability
COc1cccc(C(c2nnnn2Cc2ccccc2)N2CCN(C3CCCC3)CC2)c1OC (centres undefined)	11	-11
COc1cc(NC(=O)c2cccc3c(-c4cnn(C)c4)coc23)cc(OC)c1OC	-9	-2
CC1(C(=O)Nc2cccc3ccccc23)CCN1C(=O)Cc1ccccc1Cl (centres undefined)	6	-4
Cc1cccc(-c2sc(Nc3ccccc3)n[n+]2-c2ccc(F)cc2)c1	-1	3
CC(NC(=O)COC(=O)c1ccc2c(c1)OCCO2)c1ccccc1 (centres undefined)	-7	-5
CC(=O)N1c2ccccc2NC2=C(C(=O)CCC2)C1c1ccco1 (centres undefined)	7	-5
CCn1c(SCC(=O)NCc2ccco2)nnc1C1CCCC1	7	1
Cc1cc(C(=O)Nc2ccc(F)cc2)c2ccccc2n1	1	3
Cn1c(=O)n(C)c2cc(NC(=O)CCl)ccc21	31	0
N/C(=N\O)c1ccncc1	-1	-1

Next section
SMILES	H9c2 TAG inh	H9c2 TAG inh DAPI viability
O=C(CN1C(=O)c2ccc([N+](=O)[O-])cc2C1=O)Nc1ccccc1N1CCCC1	5	1
Nc1cc(N)nc(CS)n1	3	-8
O=C1CN(C(=O)COC(=O)c2ccc([N+](=O)[O-])o2)c2ccccc2N1	40	-19
COc1ccc(S(=O)(=O)N2CCN(CCOc3ccccc3Cl)CC2)cc1OC	6	2
O=[N+]([O-])c1ccc(S(=O)(=O)N2CCN(c3ccnc4cc(Cl)ccc34)CC2)cc1	-1	21
COc1ccc(C(=O)NCC(=O)N2CCN(C(=O)c3ccco3)CC2)cc1	-11	4
CCO[C@H]1OC(C(=O)N2CCCCCCC2)=C[C@@H](c2coc3ccccc3c2=O)[C@@H]1CCCO	3	-3
CCN1CCN(c2sc(S(=O)(=O)CC)nc2S(=O)(=O)c2ccc(C)cc2)CC1	2	-3
Oc1cccnc1CN1CCCCC1	5	-2
Cc1[nH][nH]c(=O)c1C(c1ccc2c(c1)OCO2)c1c(C)[nH][nH]c1=O	-1	-3
COC(=O)c1ccccc1S(=O)(=O)N1CCC(C(=O)NC2CCCCC2)CC1	12	-4

High-throughput results as filed in PubChem.
